# From PubChem BioAssay
# NALP3 yeast inh – NALP3 inflammasome inhibitors in reconstituted yeast, primary screen, luminescence, uHTS; 330,000 compounds, 0.39% hits; inhibition, % at 10 µM; Yeast reconstituted NLRP3/ASC/caspase-1, beta-gal luminescence, 24 h;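 active means inhibition of 50% or more; inactive means inhibition below 50%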;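 further: plate controls were induced DMSO wells for no effect and uninduced yeast grown without galactose for full effect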
# MPTP inh – mitochondrial permeability transition pore inhibitors, primary screen, biochemical, isolated mouse mitochondria, absorbance | Ca2+ swelling absorbance, 30 min | inhibition, % at 10 µM | 360,000 compounds, 1.4% hits;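 active means inhibition of 50% or more, scaled per plate between neutral and stimulator controls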;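 further: 0% = DMSO wells given calcium and 100% = 1 mM EGTA wells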
# tim10-1 inh – growth inhibitors of tim10-1 mutant yeast, primary screen, luminescence, uHTS; 330,000 compounds, 2.2% hits; S. cerevisiae tim10-1 ts strain growth, BacTiter-Glo, 24 h; inhibition, % at 20 µM;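 active means inhibition of at least 40%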;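 further: mutant grown at 25 °C; 0% = DMSO wells with yeast and 100% = wells holding no yeast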
# APJ ag – agonists of human apelin receptor APJ, primary screen, CHO-K1 cells, PathHunter beta-arrestin, luminescence | activation, % at 20 µM | P35414 | 330,000 compounds, 0.11% hits | 0% DMSO wells, 100% apelin;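 active means activation more than six SD over the plate average, tested at 20 µM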;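 further: 0% = DMSO alone and 100% = apelin-13 at 10 nM; some results filed as inactive read as strong as hits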
# Target sequence (P35414 whole entry, looked up): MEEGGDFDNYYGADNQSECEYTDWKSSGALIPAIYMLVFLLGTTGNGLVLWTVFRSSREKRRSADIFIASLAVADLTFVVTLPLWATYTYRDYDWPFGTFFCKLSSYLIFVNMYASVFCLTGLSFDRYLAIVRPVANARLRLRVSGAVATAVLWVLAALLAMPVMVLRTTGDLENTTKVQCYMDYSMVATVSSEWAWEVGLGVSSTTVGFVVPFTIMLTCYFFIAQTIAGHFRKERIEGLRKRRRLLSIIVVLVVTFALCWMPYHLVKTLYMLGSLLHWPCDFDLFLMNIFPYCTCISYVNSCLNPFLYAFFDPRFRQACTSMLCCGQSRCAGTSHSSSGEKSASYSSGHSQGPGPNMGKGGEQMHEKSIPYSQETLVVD
#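 Material: engineered CHO-K1 APJ arrestin reporter cells; amount: 1000 CHO-K1 reporter cells seeded per well; incubation: compound stimulation 90 min at 25 °C, detection 60 min; signal: luminescent beta-gal fragment complementation, chemiluminescent substrate; read-out basis: APJ agonist activity; controls: DMSO-only wells as negative, 10 nM Apelin-13 as positive control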
# GRIN3A LBD mod – binders of NR3A ligand-binding domain, primary screen, biophysical, differential scanning fluorimetry, uHTS; 340,000 compounds, 2.5% hits; Tm shift relative to glycine control, % at 25 µM; NR3A LBD differential scanning fluorimetry, Tm shift; 0% = protein alone, 100% = glycine-bound protein;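 active means melting temperature shift of at least 10% of the positive control shift, at one fixed dose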
# MIN6 prolif – inducers of MIN6 beta-cell proliferation, primary screen, ATP luminescence, uHTS. MIN6 cells proliferation, ATPlite luminescence, 48 h; cells starved in 0.2% serum; 100% = growth in 10% serum. proliferation, % at 10 µM. 330,000 compounds, 0.29% hits;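 active means compounds whose signal lies at least 3.5 SD above the mean of all wells on their plate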;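 further: 0% = DMSO-treated cells in low-serum medium and 100% = 10% serum control; some compounds called inactive have numbers as strong as hits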
# TIM10 inh – growth inhibitors of isogenic TIM10 control yeast, primary screen, counter-screen for tim10-1 yeast inhibitor project, luminescence, uHTS; S. cerevisiae TIM10 strain growth, BacTiter-Glo luminescence, 24 h; inhibition, % at 10 µM; 330,000 compounds, 1.4% hits; AID 463195, 2010;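 active means inhibition of 40% or more at the single tested concentration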;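 further: wild-type TIM10 isogenic control strain grown at permissive 25 °C; 0% = DMSO yeast wells and 100% = minimal medium wells without yeast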
# APJ antagonist – antagonists of human apelin receptor APJ, primary screen, CHO-K1 cells, beta-arrestin complementation, luminescence. inhibition, % at 20 µM. 330,000 compounds, 0.32% hits;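 active means inhibition above about 40% at 20 µM, limit read from the data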;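 further: cells challenged with 10 nM apelin-13 agonist together with compound; plate controls were apelin-13 plus DMSO wells for no effect and DMSO wells lacking apelin-13 for full effect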
# tim23-1 inh – growth inhibitors of tim23-1 mutant yeast, primary screen, luminescence, uHTS; AID 463212, 2010; inhibition, % at 20 µM; 330,000 compounds, 1.3% hits; S. cerevisiae tim23-1 growth, BacTiter-Glo luminescence, 24 h;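 active means growth inhibition of the mutant yeast at or above 50%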;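 further: temperature-sensitive mutant grown at 25 °C; plate controls were DMSO-treated mutant yeast for no effect and medium wells lacking yeast for full effect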
# * hit, by the source's call; nt = no result given. Compounds were not picked by outcome; any-hit rate near 7.2%.
SMILES,NALP3 yeast inh,MPTP inh,tim10-1 inh,APJ ag,GRIN3A LBD mod,MIN6 prolif,TIM10 inh,APJ antagonist,tim23-1 inh
Fc1ccc(OCc2nc3ccccc3s2)cc1,21,1.6,20,-2,2,-1,-6,-25,8
O=C1CC(NNc2nc3ccccc3s2)C(=O)N1c1ccc(F)cc1 (stereo not given),32,2.2,-1,-2,4,-1,9,18,13
COC(=O)c1ccc(Oc2nc(Nc3ccccc3)nc(N(C)C)n2)cc1,7,25,31,-2,2,-6,-2,11,18
CCN(CC)S(=O)(=O)c1ccc(C(=O)Nc2c3c(nn2C(C)(C)C)CS(=O)(=O)C3)cc1,22,1.7,14,-2,-12,-2,-10,27,1
N#Cc1cccc(C(=O)OCC(=O)N2CCCc3ccccc32)c1,18,-0.4,13,-6,-1,-4,-6,12,7
CCOC(=O)c1c(C)[nH]c(C(=O)COC(=O)c2oc3ccc(OC)cc3c2C)c1C,17,4.9,0,5,1,-4,-13,-2,1
Cc1nnc2n(c1=O)C(CS(=O)(=O)c1ccccc1)CS2 (stereo not given),18,0.6,5,-7,-3,-2,-1,30,5
CC(=O)NCC(=O)N1CCC(n2nccc2NC(=O)CCCc2ccccc2)CC1,13,-1.4,-7,-3,1,7,11,4,-13
CC(=O)Oc1ccc(-c2cccc(C(=O)Oc3ccccc3)c2)cc1,20,-0.8,28,0,2,-3,13,3,30
Cc1ccc(S(=O)(=O)NCCNC(=O)c2nonc2N)cc1,-2,0.2,10,-3,-1,-1,8,9,13
O=C(COC(=O)C1CC2C=CC1C2)Nc1ccc([N+](=O)[O-])cc1 (stereo not given),3,-0.2,-10,-3,-20,0,7,8,21
O=C(CNS(=O)(=O)c1ccc(Cl)cc1)NC1CCCCC1,2,2.0,-2,-4,3,1,5,9,8
COC(=O)/C(=N/Nc1ccc(C)cc1)N1CCCc2ccccc21,-2,3.2,7,-3,1,-4,13,7,-17
COc1cccc(CNS(=O)(=O)c2cc3c4c(c2)CCC(=O)N4CCC3)c1,5,-0.1,8,-2,0,-4,7,7,1
O=C1N=C(N2CCOCC2)S/C1=C\c1ccc(OS(=O)(=O)c2ccccc2)cc1,20,3.4,29,-2,0,-3,19,11,28
O=S(=O)(c1ccccc1)c1nc(-c2ccc(Cl)cc2)oc1NCCCN1CCOCC1,19,-0.2,31,-3,2,-4,9,6,27
CN(C)S(=O)(=O)c1ccc(C(=O)Nc2ccn(C)n2)cc1,1,0.9,7,-2,-2,1,-2,-1,3
CN(CC1CCCO1)S(=O)(=O)c1ccc(C(=O)Nc2nnc(-c3ccccc3)o2)cc1 (stereo not given),-8,-0.3,-3,1,-2,-4,-5,9,16
N#C/C(=C(/O)COC(=O)c1ccc(O)cc1)c1nc2ccccc2[nH]1,6,3.3,-6,-2,-2,0,-23,-5,15
O=C(CN1CCCCCC1=O)OCc1ncc(-c2ccccc2)o1,1,0.2,5,1,-1,-1,-15,7,-2
Cc1ccc(C)c(OCC(=O)NNC(=O)c2ccc(=O)[nH]c2)c1,7,0.1,9,-4,-1,-1,-4,11,11
CC(C)(C)c1ccc(C(=O)N2CCC(C(=O)NCc3ccco3)CC2)cc1,7,-3.2,9,-4,1,-1,-1,-6,5
Cc1ccc(-n2nc3c(=O)n(CCCC(=O)NCCN4CCN(C)CC4)nc(C)c3c2C)cc1,17,0.2,6,-4,0,-3,6,11,10
CC(Cl)c1cc(-c2ncc(C(F)(F)F)cc2Cl)no1 (stereo not given),4,0.2,7,-5,1,2,-1,8,6
CCOc1ccccc1NC(=O)CCNC(=O)c1ccco1,13,-1.5,8,-1,0,-3,-1,10,-2
Cn1cc(Br)c(C(=O)NC(=S)N2CCN(c3ccccn3)CC2)n1,-8,1.5,12,-1,-1,-1,-3,6,5
Nc1nc(Nc2ccccc2)nc(NC2CCCCC2)c1[N+](=O)[O-],7,1.9,9,-4,4,-5,13,-2,39
c1ccc2[nH]c(CCCc3nc4ccccc4[nH]3)nc2c1,7,-2.5,-16,3,-2,-3,-4,7,-11
CCOc1ncccc1C(=O)Nc1ccc2c(c1)OCCCO2,37,-0.8,11,-7,0,3,16,7,15
CCOc1cc(/C=C2\N=C3CCCCCN3C2=O)ccc1O,10,-0.5,4,-2,-1,0,18,22,25
COC(=O)CSc1nnc2n(-c3ccc(OC)cc3)c(=O)c3c4c(sc3n12)CCCCC4,2,-2.8,21,1,-2,-1,19,14,2
COc1ccc(N2CCN(C(=O)CN3C(=O)NC4(CCCc5ccccc54)C3=O)CC2)cc1 (stereo not given),14,-1.4,19,-2,0,2,15,-5,7
CCOCCc1nnc(NC(=O)CCS(=O)(=O)c2ccccc2)s1,14,0.2,26,-2,-3,0,-5,-8,14
O=C(O)C1CC=CCC1C(=O)NCCCN1CCCC1=O (stereo not given),6,-0.2,-1,-1,0,-5,10,-4,8
C=CCn1c(N)cc(=O)nc1SCC(=O)NC(C)c1ccccc1 (stereo not given),1,-1.4,2,-1,-11,1,4,-3,-1
NC(=O)c1ccc(NC(=O)CN2CCN(c3ccc(Cl)cc3)CC2)cc1,3,1.1,0,-1,-14,1,-7,-11,3
COc1ccc(OC)c(C2C(C(C)=O)=C(O)C(=O)N2CCc2ccc(OC)c(OC)c2)c1 (stereo not given),-12,-2.7,-1,8,2,0,-6,4,-8
COc1cccc(CN(C)C(=O)c2cc(COc3ccc4ncccc4c3)on2)c1,-4,97*,31,-3,1,-7,7,3,34
COc1cccc(CC(NC(C)=O)C(=O)NC2CCN(c3nc(C)cc(C)c3C#N)CC2)c1 (stereo not given),1,0.7,-8,3,-3,-3,-4,37,9
Cc1cc(=O)oc(C)c1C(=O)OCC(=O)c1ccc2ccccc2c1,-1,2.0,32,-1,3,-3,19,0,35
COc1ccc2c(c1)c(C(=O)CN1CCOCC1)c(C)n2C,9,-0.1,10,2,2,-1,0,-2,10
CC(=O)N1C(=O)C2(C(C#N)=C(N)Oc3cc(C)oc(=O)c32)c2ccccc21 (stereo not given),-8,-0.4,6,-5,0,3,2,-1,19
CCN(CC)CCNc1nc2nonc2nc1NCCN(CC)CC,-4,-1.0,-6,1,2,-3,20,14,11
COc1ccc(N=C2C(=Nc3ccc(OC)cc3)N(c3ccc(OC)cc3)C(=S)N2C)cc1,12,0.2,25,6,1,-1,17,-12,15
COc1ccc(NC(=O)c2ccc(S(=O)(=O)N3CC(C)CC(C)C3)cc2)cc1S(N)(=O)=O (stereo not given),5,1.5,12,0,-1,-2,0,8,13
COc1ccc(-c2noc(CCCC(=O)N3CCN(c4cc(C)ccc4C)CC3)n2)cc1,nt,15,18,nt,4,nt,3,nt,43
CN(C(=O)CSc1ncnc2ccccc12)C1CCCCC1,18,2.1,16,5,2,6,8,27,34
O=C(Nc1ccc2c(c1)OCO2)c1ccc(Br)o1,34,0.9,-26,-1,-9,-2,-5,-11,8
CC(C)NC(=O)c1ccc(-c2cc(C(F)(F)F)ccc2Cl)o1,22,-1.0,3,2,-1,3,-2,-22,27
Cc1ccc(Cn2nnc(C(=O)Nc3cc(C)ccc3C)c2N)cc1,14,6.2,2,2,-16,-5,11,-19,9
Cc1ccc(S(=O)(=O)N(OCc2ccccc2)C(C)C(=O)O)cc1 (stereo not given),14,2.8,8,-2,3,-2,5,6,10
COc1ccc(CC(=O)OCC(=O)NCc2ccc(C)cc2)cc1OC,0,1.3,9,1,0,-4,4,9,20
COC(=O)c1ccsc1NC(=O)CN1CCN(c2ccc(F)cc2)CC1,21,0.8,0,-3,-1,-2,-9,-15,-25

# Entries above that have an aryl methoxy group, in the order listed:
SMILES,NALP3 yeast inh,MPTP inh,tim10-1 inh,APJ ag,GRIN3A LBD mod,MIN6 prolif,TIM10 inh,APJ antagonist,tim23-1 inh
CCOC(=O)c1c(C)[nH]c(C(=O)COC(=O)c2oc3ccc(OC)cc3c2C)c1C,17,4.9,0,5,1,-4,-13,-2,1
COc1cccc(CNS(=O)(=O)c2cc3c4c(c2)CCC(=O)N4CCC3)c1,5,-0.1,8,-2,0,-4,7,7,1
COC(=O)CSc1nnc2n(-c3ccc(OC)cc3)c(=O)c3c4c(sc3n12)CCCCC4,2,-2.8,21,1,-2,-1,19,14,2
COc1ccc(N2CCN(C(=O)CN3C(=O)NC4(CCCc5ccccc54)C3=O)CC2)cc1 (stereo not given),14,-1.4,19,-2,0,2,15,-5,7
COc1ccc(OC)c(C2C(C(C)=O)=C(O)C(=O)N2CCc2ccc(OC)c(OC)c2)c1 (stereo not given),-12,-2.7,-1,8,2,0,-6,4,-8
COc1cccc(CN(C)C(=O)c2cc(COc3ccc4ncccc4c3)on2)c1,-4,97*,31,-3,1,-7,7,3,34
COc1cccc(CC(NC(C)=O)C(=O)NC2CCN(c3nc(C)cc(C)c3C#N)CC2)c1 (stereo not given),1,0.7,-8,3,-3,-3,-4,37,9
COc1ccc2c(c1)c(C(=O)CN1CCOCC1)c(C)n2C,9,-0.1,10,2,2,-1,0,-2,10
COc1ccc(N=C2C(=Nc3ccc(OC)cc3)N(c3ccc(OC)cc3)C(=S)N2C)cc1,12,0.2,25,6,1,-1,17,-12,15
COc1ccc(NC(=O)c2ccc(S(=O)(=O)N3CC(C)CC(C)C3)cc2)cc1S(N)(=O)=O (stereo not given),5,1.5,12,0,-1,-2,0,8,13
COc1ccc(-c2noc(CCCC(=O)N3CCN(c4cc(C)ccc4C)CC3)n2)cc1,nt,15,18,nt,4,nt,3,nt,43
COc1ccc(CC(=O)OCC(=O)NCc2ccc(C)cc2)cc1OC,0,1.3,9,1,0,-4,4,9,20

# Profiles from above. Screens in order: NALP3 yeast inh	MPTP inh	tim10-1 inh	APJ ag	GRIN3A LBD mod	MIN6 prolif	TIM10 inh	APJ antagonist	tim23-1 inh
# Listed for Cc1ccc(S(=O)(=O)N(OCc2ccccc2)C(C)C(=O)O)cc1 (stereo not given) = 14	2.8	8	-2	3	-2	5	6	10
# Listed for COc1ccc(CC(=O)OCC(=O)NCc2ccc(C)cc2)cc1OC = 0	1.3	9	1	0	-4	4	9	20
